High-throughput results from PubChem BioAssay.
Large T inhibition – SV40 large T antigen inhibitors, biochemical (AID 1903); actives 0.39% (n = 310,000); inhibition, % at 20 µM; hits with a dose series show IC50 in µM; SV40 large T antigen ATPase/helicase inhibition assay; higher % means a stronger effect; in the data active = a potency from the dose series; inconclusive = inhibition mostly from about 32% at the one dose, without a potency; inactive = the rest, 99 in 100 with inhibition below about 32%; note: strong numbers were not always called active
GPR35 antagonists – GPR35 antagonists blocking zaprinast-driven arrestin recruitment, primary screen, imaging, U2OS, beta-arrestin-GFP, zaprinast agonist (AID 2058); inhibition, % at 10 µM, or IC50 in µM where a hit was titrated; actives 0.052% (n = 290,000); U2OS GPR35 beta-arrestin-GFP translocation imaging, zaprinast antagonism; higher % means a stronger effect;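 active = inhibition of at least 50% with at least 30 cells and total cytoplasm GFP at most 10,000,000; inconclusive = under 30 cells or total GFP of 10,000,000 plus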
Dengue-2 NS5 capping – flavivirus cap methylation enzyme inhibition – biochemical, confirmation dose response, primary screen (AID 588689); Dengue-2 NS5 methyltransferase capping enzyme assay, biochemical; higher % means a stronger effect; inhibition, % at 25 µM; hits with a dose series show IC50 in µM; actives 0.3% (n = 340,000); in the data active = a potency from the dose series; inconclusive = inhibition above about 29% without an active follow-up result
HIV peptide binding – inhibitors of HIV fusion peptide binding, primary screen, biochemical, uHTS, fluorescence dequenching (AID 1986); one-dose inhibition, % at 20 µM; IC50 in µM for titrated hits; cell-free peptide binding, fluorescence dequenching, 30 min; higher % means a stronger effect; actives 0.3% (n = 290,000); in the data active = inhibition mostly above about 52%, no sharp cut-off; inactive = mostly below about 76%; note: some results filed as inactive read as strong as hits
K1F lysis inhibition – protection from phage-mediated lysis, alamar blue read-out – E. coli UTI89, K1F phage, bacterial capsule biogenesis inhibitors (AID 488966); E. coli UTI89 K1F phage lysis, alamar blue, 2 h; higher % means a stronger effect; one-dose inhibition, % at 100 µM; IC50 in µM for titrated hits; actives 0.02% (n = 340,000);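 active = phage lysis inhibition, versus mean bacterial control, above a set limit; inconclusive = no clear call, values can overlap the other calls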;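 note: capsule biogenesis inhibitors block K1F phage lysis so surviving cells raise fluorescence; higher fluorescence means more inhibition of phage lysis; actives were called in the ten point dose series up to 300 µM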
RSV CPE inhibition – inhibition of RSV-induced cytopathic effect – HEp-2 cells, primary 10 µM value included (AID 2391); HEp-2 cells, RSV-induced CPE inhibition; higher % means a stronger effect; one-dose CPE inhibition, % at 10 µM; IC50 in µM for titrated hits; actives 0.13% (n = 310,000); in the data active = a potency from the dose series; inconclusive = CPE inhibition mostly from about 23% at the one dose, without a potency; inactive = the rest, 99 in 100 with CPE inhibition below about 21%; note: strong numbers were not always called active
GPR55 antagonists – GPR55 antagonists blocking LPI-driven arrestin recruitment, primary screen, imaging, U2OS, beta-arrestin-GFP, LPI agonist (AID 2013). U2OS GPR55 beta-arrestin-GFP translocation imaging, LPI antagonism; higher % means a stronger effect. one-dose inhibition, % at 10 µM; IC50 in µM for titrated hits. actives 0.13% (n = 290,000);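 active = spots per cell inhibited over 60%, with over 100 cells counted and total cytoplasm intensity under 500,000; inconclusive = wells with under 100 cells, flagged as likely toxic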;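 note: U2OS cells stably carrying GPR55 and arrestin-GFP stimulated by 5 µM LPI near EC80; imaged beta-arrestin-GFP aggregate spots per cell after agonist stimulation; plate controls were LPI-stimulated DMSO wells for no effect and DMSO wells without LPI for full effect; some results filed as inactive read as strong as hits; confirmed hits need IC50 under 10 µM and bright autofluorescent wells are also inconclusive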
Salmonella PhoP GFP – PhoP-dependent GFP reporter repression – Salmonella Typhimurium, primary screen (AID 1863); S. Typhimurium PhoP-regulated promoter GFP reporter, 4 h; higher % means a stronger effect; one-dose inhibition, % at 50 µM; IC50 in µM for titrated hits; actives 0.16% (n = 300,000);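 active = inhibition over 29.93%, a cutoff 3 SD above the screen mean, later confirmed by dose response; inconclusive = inhibition over 29.93% but no dose response follow-up; inactive = inhibition at most 29.93% or unconfirmed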;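 note: 0% = low Mg2+ inducing control and 100% = high Mg2+ repressing control; strong numbers were not always called active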
MgcRacGAP inhibition – MgcRacGAP GTPase-activating activity inhibitors, confirmation, biochemical, ADP Hunter fluorescence; MgcRacGAP-stimulated Rac1 GTP hydrolysis, ADP Hunter fluorescence; higher % means a stronger effect; GST-tagged Rac1 F28L mutant substrate; inhibition, % at 30 µM, or IC50 in µM where a hit was titrated; actives 0.6% (n = 340,000); AID 624330;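 active = first-screen hits whose inhibition reached a set limit at any dose in the follow-up dose series; inconclusive = inhibition above the set first-screen limit but never retested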;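 note: fluorescence reports GDP produced by GAP-driven GTP hydrolysis; strong numbers were not always called active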
Active calls of the source: *; i = inactive; ? = inconclusive; · = not tested or not shown; [ ] = remark or other dose.

No. | Molecule | Large T inhibition | GPR35 antagonists | Dengue-2 NS5 capping | HIV peptide binding | K1F lysis inhibition | RSV CPE inhibition | GPR55 antagonists | Salmonella PhoP GFP | MgcRacGAP inhibition
1 | Cc1ccc(OCC(=O)NNC(=S)NC(=O)C2CCCCC2)c(C)c1 | 26% | 12% | -6% | 1.1% | 0.3%[50 µM] | -1.3% | -3% | 0% | 6%
2 | O=C(c1ccco1)N1CCN(S(=O)(=O)c2cccc(C(F)(F)F)c2)CC1 | -1% | 2% | 0% | -3.4% | 0.0% | 1.7% | -8% | 9% | 2%
3 | COc1ccccc1-n1nnnc1SC(C)C(=O)NC1CCCC1 (centres undefined) | 26% | · | 1% | · | 0.7%[50 µM] | -1.7% | · | 2% | 12%
4 | O=C(O)c1cccc(N/N=C/c2cccs2)c1 | 29% | 16% | 0% | 34% | i | 2.0% | 6% | -19% | 75µM*
5 | O=C(N/N=C/C1CC2CCC1C2)C1CC1 (centres undefined) | 12% | -2% | -3% | -0.2% | -0.1% | 0.6% | -16% | -2% | 5%
6 | Cc1ccc(S(=O)(=O)NC(=O)NCc2ccccc2)cc1 | -2% | 7% | -6% | 3.3% | 0.1% | 1.1% | -2% | -15% | 5%
7 | Cc1ccc(NC(=O)CN2CCC(C(=O)c3ccc4c(c3)OCCO4)CC2)cc1 | -5% | 2% | 6% | 1.2% | -0.2% | 12% | 7% | 7% | 9%
8 | COc1ccc(CCNC(=O)C2CCN(S(=O)(=O)c3ccc(OC)c(OC)c3)CC2)cc1OC | 21% | 15% | -7% | -1.0% | 0.2% | -0.7% | 0% | -2% | 1%
9 | NS(=O)(=O)c1ccc(NC(=O)c2c(F)cccc2Cl)cc1 | 4% | -14% | 5% | -0.9% | -0.1% | 1.6% | 1% | 4% | 2%
10 | CC1CCCN(C2=C(NS(=O)(=O)c3ccc(Br)cc3)C(=O)c3ccccc3C2=O)C1 (centres undefined) | 16% | 7% | 7% | 1.1% | 0.2% | 5.3% | 9% | 2% | 10%
11 | COc1ccc(N=Nc2nc3cc(Br)c(Br)cc3n2C)c(OC)c1 | 11% | 13% | 26% | 151% | 0.2% | 1.7% | 12% | -70% | 2%
12 | Cc1ccc(C)c(NC(CC(=O)c2ccccc2)C(=O)OCC(=O)c2cccs2)c1 (centres undefined) | 9% | 1% | -9% | -0.1% | 0.2%[50 µM] | 4.0% | 4% | -2% | 7%
13 | Cc1ccc(SCC(=O)OCC(=O)Nc2ccc3[nH]c(=O)[nH]c3c2)cc1C | 7% | · | 6% | · | -0.3%[50 µM] | -0.9% | · | -3% | -1%
14 | COC(=O)c1c(C)cc(O)c(C=O)c1O | 5% | · | 1% | · | 0.4% | 3.3% | · | -6% | 4%
15 | NC(=O)c1ccc(/C=N/O)nc1 | 17% | 4% | -5% | 0.1% | 0.2% | -0.5% | -8% | -1% | 4%

Ten entries already listed, sorted by heavy-atom count, lowest first.
No. | Molecule | Large T inhibition | GPR35 antagonists | Dengue-2 NS5 capping | HIV peptide binding | K1F lysis inhibition | RSV CPE inhibition | GPR55 antagonists | Salmonella PhoP GFP | MgcRacGAP inhibition
15 | NC(=O)c1ccc(/C=N/O)nc1 | 17% | 4% | -5% | 0.1% | 0.2% | -0.5% | -8% | -1% | 4%
14 | COC(=O)c1c(C)cc(O)c(C=O)c1O | 5% | · | 1% | · | 0.4% | 3.3% | · | -6% | 4%
4 | O=C(O)c1cccc(N/N=C/c2cccs2)c1 | 29% | 16% | 0% | 34% | i | 2.0% | 6% | -19% | 75µM*
9 | NS(=O)(=O)c1ccc(NC(=O)c2c(F)cccc2Cl)cc1 | 4% | -14% | 5% | -0.9% | -0.1% | 1.6% | 1% | 4% | 2%
11 | COc1ccc(N=Nc2nc3cc(Br)c(Br)cc3n2C)c(OC)c1 | 11% | 13% | 26% | 151% | 0.2% | 1.7% | 12% | -70% | 2%
1 | Cc1ccc(OCC(=O)NNC(=S)NC(=O)C2CCCCC2)c(C)c1 | 26% | 12% | -6% | 1.1% | 0.3%[50 µM] | -1.3% | -3% | 0% | 6%
2 | O=C(c1ccco1)N1CCN(S(=O)(=O)c2cccc(C(F)(F)F)c2)CC1 | -1% | 2% | 0% | -3.4% | 0.0% | 1.7% | -8% | 9% | 2%
13 | Cc1ccc(SCC(=O)OCC(=O)Nc2ccc3[nH]c(=O)[nH]c3c2)cc1C | 7% | · | 6% | · | -0.3%[50 µM] | -0.9% | · | -3% | -1%
10 | CC1CCCN(C2=C(NS(=O)(=O)c3ccc(Br)cc3)C(=O)c3ccccc3C2=O)C1 (centres undefined) | 16% | 7% | 7% | 1.1% | 0.2% | 5.3% | 9% | 2% | 10%
8 | COc1ccc(CCNC(=O)C2CCN(S(=O)(=O)c3ccc(OC)c(OC)c3)CC2)cc1OC | 21% | 15% | -7% | -1.0% | 0.2% | -0.7% | 0% | -2% | 1%

(cont.)
No. | Molecule | Large T inhibition | GPR35 antagonists | Dengue-2 NS5 capping | HIV peptide binding | K1F lysis inhibition | RSV CPE inhibition | GPR55 antagonists | Salmonella PhoP GFP | MgcRacGAP inhibition
16 | CCn1c(C)c(C(C)=O)c(N2CCN(c3cccc(Cl)c3)CC2)nc1=S | 9% | -8% | -2% | 53% | 0.4% | 0.8% | 7% | -4% | 7%
17 | CCc1ccccc1NC(=O)CN(C)C(=O)c1cc(C2CC2)nc2c1cnn2C(C)C | · | · | 1% | · | 0.5%[50 µM] | 0.7% | · | · | 1%
18 | COc1ccc(NC(=O)COc2cccc(-n3cnnn3)c2)cc1 | 4% | 4% | 0% | 0.4% | -0.4% | 0.2% | 8% | 0% | -2%
19 | Cn1c(N)c(Sc2ccccc2[N+](=O)[O-])c(=O)n(C)c1=O | 13% | 12% | 4% | 2.7% | 0.1% | 1.6% | 6% | -4% | 0%
20 | O=C(Cc1ccccc1)N1CCC(O)(c2cccnc2)CC1 | 8% | 5% | -8% | 1.3% | -3.0% | 0.8% | 8% | 2% | 5%
21 | O=C(Cc1nc2ccccc2[nH]c1=O)c1ccc(Cl)cc1 | 6% | 1% | -6% | -3.3% | 0.4% | 7.6% | 12% | -10% | -1%
22 | O=C(NCc1ccc2c(c1)OCO2)c1ccc(Br)s1 | 12% | 4% | -10% | -1.8% | 0.3% | 12% | 12% | -7% | 12%
23 | COc1ccc(N2CC(C(=O)Nc3cc(C)on3)CC2=O)cc1 (centres undefined) | 0% | 11% | -2% | -3.3% | 0.4%[50 µM] | -0.2% | -20% | 4% | 9%
24 | CCOC(=O)CSc1nnc(-c2c[nH]c3ccccc23)o1 | 2% | 7% | 2% | -1.3% | 2.9% | -0.8% | 7% | -8% | 12%
25 | O=C(c1ccccc1)N1CCN(C2CCCCC2)CC1 | 0% | 22% | 5% | -0.3% | 1.8% | 0.2% | -7% | 0% | 45%
26 | COc1ccc(C(=O)/C=C/c2ccc(N(C)C)cc2)c(OC)c1 | 14% | 22% | ? | 131% | 0.4% | · | -17% | -39% | 6%
27 | OCC(O)CNC(=S)NC1CCCCC1 (centres undefined) | 8% | 0% | -8% | -1.2% | -1.1% | 3.0% | 5% | -3% | 1%
28 | COC(=O)CSc1nc(C2CC2)nc2ccccc12 | 11% | 2% | -1% | 1.5% | 5.4% | 1.3% | 2% | 10% | 3%
